procasp7 counter = counter-screen: procaspase-7 (human) activation. activation, % at 8.5 µM. recombinant procaspase-7, Ac-DEVD-pNA absorbance 405 nm; D23A/D198A/D206A triple mutant, cannot self-cleave; scale: DMSO 0, 5 µM enzyme 100. AID 463210. 330,000 compounds, 0.093% hits. P55210;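 active = percent activation above the screen-wide mean plus 3 SD, cut at about 25% in these data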
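System: Uncleavable procaspase-7 mutant enzyme; Amount: 2 µM procaspase-7 mutant as dispensed; Schedule: 1 h compound preincubation, 2 h substrate cleavage, 25 °C; Measured by: 405 nm absorbance of p-nitroaniline; Evaluation: percent activation from buffer-corrected 0–120 min absorbance change; Control set: low DMSO alone, high DMSO plus 5 µM PC-7.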
core dimer inh = blocks dimerization of HCV core protein. 300,000 compounds, 0.33% hits. inhibition, % at 5 µM. TR-FRET GST/Flag-core106 dimerization, 1536-well. AID 1899;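 active = inhibition above the mean of all tested compounds plus 3 SD, set per screening campaign, cut at about 45% in these data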
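test system = GST/Flag-tagged HCV core106 proteins | probe or stimulus = Eu donor and XL665 acceptor anti-tag antibodies | times = compound-protein-antibody incubation 4 h at 22.5 °C | signal = TR-FRET, excitation 340 nm, emission 617 and 671 nm | measure = percent inhibition of core106 dimerization signal | controls = wells lacking GST-core106 and wells with excess unlabelled core106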
Fh CTSL1 inh = cathepsin L1 inhibition, PFM18AAP counter-screen; recombinant F. hepatica cathepsin L1, Z-Leu-Arg-MCA fluorescence; inhibition, % at 5.96 µM; 300,000 compounds, 0.49% hits;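 active = inhibition above the mean of all tested compounds plus 3 SD, set per screening campaign, cut at about 17% in these data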;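 also: 0% = plate median of test compound wells and 100% = 1 µM Z-Phe-Ala-diazomethylketone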
PP1 counter = PP1-alpha (human) inhibition in PP5 counter-screen | P62136 | purified PP1alpha, OMFP fluorescence | inhibition, % at 6.7 µM | 320,000 compounds, 0.9% hits | AID 2235;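 active = inhibition above the mean inhibition of all tested compounds plus 3 SD, computed separately for each screening campaign, cut at about 15% in these data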
Target sequence (P62136 whole entry, looked up): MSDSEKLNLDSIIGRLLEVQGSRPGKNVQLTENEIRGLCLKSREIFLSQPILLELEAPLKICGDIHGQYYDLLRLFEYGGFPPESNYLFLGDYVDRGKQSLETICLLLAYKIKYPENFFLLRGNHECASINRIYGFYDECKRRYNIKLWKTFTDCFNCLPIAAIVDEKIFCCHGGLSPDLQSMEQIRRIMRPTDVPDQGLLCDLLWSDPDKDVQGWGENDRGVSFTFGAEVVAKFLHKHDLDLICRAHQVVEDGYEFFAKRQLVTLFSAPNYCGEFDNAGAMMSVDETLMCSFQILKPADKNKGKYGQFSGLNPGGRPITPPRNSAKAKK
VLA-4 inh = inhibition in a human VLA-4 binding assay. 330,000 compounds, 0.2% hits. AID 2557. inhibition, % (about 7 µM as worked out from the volumes in the protocol). VLA-4 expressing cells, ligand binding flow cytometry; in the data active = inhibition above about 50%
PP5 primary = blocks human protein phosphatase 5 activity; 320,000 compounds, 0.18% hits; inhibition, % at 6.7 µM; P53041; purified PP5c, OMFP substrate fluorescence;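 active = inhibition above the campaign's mean inhibition across all tested compounds plus 3 SD, cut at about 9.5% in these data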;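 also: 0% = DMSO only and 100% = 100 µM cantharidin control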
proCasp3 act = procaspase-3 (human) activation; P42574; recombinant procaspase-3 D3A, Ac-DEVD-pNA absorbance 405 nm; activation, % at 8.5 µM; 330,000 compounds, 0.11% hits; AID 463141;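 active = activation above the mean of all tested compounds plus 3 SD, cut at about 21% in these data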;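 also: 0% = DMSO alone and 100% = DMSO wells spiked with extra 5 µM PC-3 D3A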
Target sequence (P42574 whole entry D9A/D28A/D175A): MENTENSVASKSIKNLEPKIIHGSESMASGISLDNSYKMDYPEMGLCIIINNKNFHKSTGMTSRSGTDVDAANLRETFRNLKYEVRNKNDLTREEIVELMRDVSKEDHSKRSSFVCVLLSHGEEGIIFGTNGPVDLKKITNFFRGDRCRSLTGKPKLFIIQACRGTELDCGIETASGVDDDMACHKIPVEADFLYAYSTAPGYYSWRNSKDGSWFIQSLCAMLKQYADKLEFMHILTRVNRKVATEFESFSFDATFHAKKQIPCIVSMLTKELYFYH
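Test system: Procaspase-3 D3A mutant, all three cleavage aspartates alanine | Dosing: Single dose, 8.5 µM nominal compound, 0.8% DMSO | Schedule: 1 h preincubation, 2 h reaction | Technique: 405 nm absorbance of p-nitroaniline, reads at 0 and 120 min | Repeats: One well per compound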
GRK2 inh = human GRK2 inhibition via aptamer displacement; P25098; bead flow cytometry, FAM-aptamer displacement from GRK2; inhibition of aptamer binding, % at 10 µM; 330,000 compounds, 0.59% hits; AID 488847;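 active = inhibition of aptamer binding above 40%, roughly 3 SD of noise, on plates passing a quality check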;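 also: median bead fluorescence of bound FAM aptamer so fluorescent compounds give negative values; no value below 0 was filed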
GASC-1 inh = inhibitors of human GASC-1 (JMJD2C) demethylase; inhibition, % at 2.35 µM; Q9H3R0; GST-JMJD2C(1-420) H3K9me3 demethylation, DELFIA europium; 330,000 compounds, 0.069% hits;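 active = more than half of a compound's replicate wells show inhibition beyond 50%, single wells judged on their own value; inconclusive = some, but no more than half, of replicates pass 50% inhibition; inactive = no replicate passes 50% inhibition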;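 also: signal counts dimethyl H3K9 product captured on neutravidin plate; 0% = median of DMSO wells and 100% = 0.3 times that DMSO median; strong numbers were not always called active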
Target sequence (Q9H3R0 1-420 limits assumed): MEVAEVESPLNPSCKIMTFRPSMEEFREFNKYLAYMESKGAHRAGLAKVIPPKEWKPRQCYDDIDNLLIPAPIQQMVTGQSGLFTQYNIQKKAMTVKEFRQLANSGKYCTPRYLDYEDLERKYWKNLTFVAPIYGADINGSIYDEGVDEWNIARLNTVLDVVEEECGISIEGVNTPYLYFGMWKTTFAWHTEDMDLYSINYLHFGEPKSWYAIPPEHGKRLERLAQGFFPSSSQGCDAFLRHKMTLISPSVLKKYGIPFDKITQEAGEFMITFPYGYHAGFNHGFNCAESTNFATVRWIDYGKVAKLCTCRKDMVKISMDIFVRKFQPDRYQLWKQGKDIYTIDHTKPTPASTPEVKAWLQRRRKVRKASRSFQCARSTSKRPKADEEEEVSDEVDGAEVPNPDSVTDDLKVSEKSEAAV
An asterisk follows results filed as active; ? = inconclusive; . = no result given; & = joins results of further samples.

SMILES	procasp7 counter	core dimer inh	Fh CTSL1 inh	PP1 counter	VLA-4 inh	PP5 primary	proCasp3 act	GRK2 inh	GASC-1 inh
Cc1ccc(CNC(=O)CO/N=C/c2ccc(C(C)(C)C)cc2)cc1	-3	-2	-2	-1	6	5.8	0	0	3
O=C(CSc1nnc(-c2ccc([N+](=O)[O-])cc2)o1)Nc1ccccn1	2	-14	1	1	25	-0.3	-4	1	6
O=C(Cn1cnc2ccccc21)c1ccc(Cl)cc1	0	-9	5	2	4	-0.4	4	1	-12
COc1ccc(/C(N)=N/OC(=O)CCCc2ccccc2)cc1	3	6	-43	4	13	-1.3	-6	4	2
Cc1ccc(OCC(=O)O/N=C(\N)Cc2ccc([N+](=O)[O-])cc2)cc1C	1	0	-17	2	9	2.4	-6	0	3
C=C(C)C1Cc2cc3ccc(=O)oc3cc2O1 (stereo not drawn)	7	-1	5	-2	12	1.1	1	0	-1
COc1ccc(NC(=O)c2cccc(S(=O)(=O)N(C)c3ccccc3)c2)cn1	-10	0	-3	-1	2	0.1	7	0	-5
COc1ccccc1N1CCN(C(=O)C2CCN(S(=O)(=O)c3ccccc3)CC2)CC1	-5	-2	2	-1	22	1.1	10	1	7
CCc1ccc2oc(=O)cc(CN3CCN(c4ccc(F)cc4)CC3)c2c1	5	14	7	7	-8	1.8	1	2	12
CCOC(=O)c1c(N/N=C/c2cccnc2)n[nH]c1C	-3	-1	2	-3	-2	-1.1	5	0	6
COc1ccc(NC(=O)c2c(C)noc2-c2snnc2C)cc1	1	-4	-1	1	-8	-2.2	3	0	-1
O=C(Nc1cccc2ncccc12)c1cc2ccccc2o1	-6	0	2	-5	4	0.8	-6	3	-7
Clc1ccccc1Cc1noc(CN2CCCCC2c2ccccn2)n1 (stereo not drawn)	-6	-13	-2	-2	15	1.9	-4	0	-1
O=S(=O)(c1ccccc1)N1CCN(c2nc3ccccc3s2)CC1	-7	1	0	-6	-1	-1.4	-13	2	2
CCCCC(CCC(=O)Nc1ccn(-c2ccccc2)n1)C(=O)O (stereo not drawn)	4	1	4	-1	10	-2.1	9	7	9

Reformatted as a markdown table: entries from further up
| Compound | procasp7 counter | core dimer inh | Fh CTSL1 inh | PP1 counter | VLA-4 inh | PP5 primary | proCasp3 act | GRK2 inh | GASC-1 inh |
| --- | --- | --- | --- | --- | --- | --- | --- | --- | --- |
| O=C(Cn1cnc2ccccc21)c1ccc(Cl)cc1 | 0 | -9 | 5 | 2 | 4 | -0.4 | 4 | 1 | -12 |
| COc1ccc(/C(N)=N/OC(=O)CCCc2ccccc2)cc1 | 3 | 6 | -43 | 4 | 13 | -1.3 | -6 | 4 | 2 |
| Cc1ccc(OCC(=O)O/N=C(\N)Cc2ccc([N+](=O)[O-])cc2)cc1C | 1 | 0 | -17 | 2 | 9 | 2.4 | -6 | 0 | 3 |
| C=C(C)C1Cc2cc3ccc(=O)oc3cc2O1 (stereo not drawn) | 7 | -1 | 5 | -2 | 12 | 1.1 | 1 | 0 | -1 |
| COc1ccc(NC(=O)c2cccc(S(=O)(=O)N(C)c3ccccc3)c2)cn1 | -10 | 0 | -3 | -1 | 2 | 0.1 | 7 | 0 | -5 |
| COc1ccccc1N1CCN(C(=O)C2CCN(S(=O)(=O)c3ccccc3)CC2)CC1 | -5 | -2 | 2 | -1 | 22 | 1.1 | 10 | 1 | 7 |
| CCc1ccc2oc(=O)cc(CN3CCN(c4ccc(F)cc4)CC3)c2c1 | 5 | 14 | 7 | 7 | -8 | 1.8 | 1 | 2 | 12 |
| CCOC(=O)c1c(N/N=C/c2cccnc2)n[nH]c1C | -3 | -1 | 2 | -3 | -2 | -1.1 | 5 | 0 | 6 |
| COc1ccc(NC(=O)c2c(C)noc2-c2snnc2C)cc1 | 1 | -4 | -1 | 1 | -8 | -2.2 | 3 | 0 | -1 |
| O=C(Nc1cccc2ncccc12)c1cc2ccccc2o1 | -6 | 0 | 2 | -5 | 4 | 0.8 | -6 | 3 | -7 |
| Clc1ccccc1Cc1noc(CN2CCCCC2c2ccccn2)n1 (stereo not drawn) | -6 | -13 | -2 | -2 | 15 | 1.9 | -4 | 0 | -1 |
| O=S(=O)(c1ccccc1)N1CCN(c2nc3ccccc3s2)CC1 | -7 | 1 | 0 | -6 | -1 | -1.4 | -13 | 2 | 2 |
| CCCCC(CCC(=O)Nc1ccn(-c2ccccc2)n1)C(=O)O (stereo not drawn) | 4 | 1 | 4 | -1 | 10 | -2.1 | 9 | 7 | 9 |

(continued)
SMILES	procasp7 counter	core dimer inh	Fh CTSL1 inh	PP1 counter	VLA-4 inh	PP5 primary	proCasp3 act	GRK2 inh	GASC-1 inh
O=C(NCCCn1ccnc1)C1CCN(S(=O)(=O)c2ccc(F)cc2)CC1	0	2	0	3	-8	0.6	0	0	-4
Cc1ccn2cc(C(=O)N3CCCC(Nc4ccc(F)cc4)C3)nc2c1 (stereo not drawn)	0	8	1	-4	-16	1.8	-3	0	2
COc1ccccc1C(=O)Nc1ccc(Cc2ccncc2)cc1	-3	-1	0	-2	11	1.5	-5	0	11
CCN1CCN(S(=O)(=O)c2ccc(Cl)c(C(=O)NC(C)(C)C)c2)CC1	4	-1	-2	-1	20	1.2	-1	0	14
CCN(CC)CC(=O)Nc1ccc2c(c1)Nc1ccccc1CC2	6	-14	1	0	-36	2.4	6	0	14
CC(=O)NC(CC(=O)OC(C)C(=O)Nc1ncc(Cl)cc1Cl)c1ccccc1 (stereo not drawn)	6	-2	-5	-4	-6	1.2	2	0	-11
C/C(=N\NC(=O)c1cccc(N/N=C(\C)c2ccc([N+](=O)[O-])cc2)c1)c1ccc([N+](=O)[O-])cc1	1	-2	6	-1	-1	-1.3	9	0	-6
COc1ccc(NC(=O)C2CC(=O)OC2(C)C)cc1 (stereo not drawn)	8	1	3	-5	3	-1.4	5	1	-1
Cc1n[nH]c(=S)n1/N=C/c1ccc(-c2ccc(Cl)cc2)o1	8	2	0	2	4	1.9	7	0	-10
Cn1nc2c(c1C(=O)O)CCCC2	5	3	0	0	0	-1.8	5	2	-2
CCN(CC(=O)NC1CCS(=O)(=O)C1)C(=O)C(c1ccccc1)c1ccccc1 (stereo not drawn)	-2	-1	-4	-3	5	-1.3	-4	0	3&-4
Cn1nccc1C(=O)N(CCN1CCCCC1)CC1CCCN(C2CCCC2)C1 (stereo not drawn)	-2	2	0	-1	5	2.5	-1	0	0
CSCCC(NS(=O)(=O)c1ccccc1F)C(=O)OCc1ccccc1Cl (stereo not drawn)	-10	10	-26	-4	2	1.0	0	4	0
COc1ccccc1/C=C/CN1CCC(Oc2ccc(C(=O)N3CCCCC3)cc2)CC1	-3	3	4	1	13	1.5	-2	0	-33
CN(C)CCCN(C(=O)c1cc(-c2cccs2)nc2ccccc12)c1nc2c(F)cccc2s1	12	0	2	12	1	4.3	5	0	14
O=C1NC(c2ccc(Cl)cc2Cl)Oc2ccccc21 (stereo not drawn)	0	6	-1	-1	6	3.5	-6	2	-14
COc1ccc(CNc2ccc(S(N)(=O)=O)cc2)cc1	6	0	5	-4	1	1.8	4	0	-8
COc1ccccc1OCC(O)Cn1c(Br)nc2c1c(=O)[nH]c(=O)n2C (stereo not drawn)	-4	-4	3	4	2	0.3	0	2	.
O=C(NC1CCCC1)C(c1ccccn1)N(C(=O)c1csnn1)C1CCCCC1 (stereo not drawn)	-7	0	7	0	-1	-0.6	0	2	-8
O=C(O)CCCN=Cc1c(O)c2ccccc2oc1=O	-4	2	-2	0	2	3.3	-3	0	-3
COc1ccc(Cn2ccnc2SCC(=O)Nc2ccccc2OC)cc1	3	-12	-1	1	4	2.0	-2	3	-7
Cc1cccc(NC(=O)c2cc3c(=O)n4ccccc4nc3n(CC(C)C)c2=N)c1	5	-3	-3	3	68*	0.9	10	0	6
Cc1cc(Cl)ccc1OCC(=O)NC1CCCC1	11	5	-3	0	-4	2.3	-2	1	-1
COc1cc2c(cc1OC)CN(C(=O)Cn1ccccc1=O)CC2	4	10	-1	1	-4	0.6	1	6	.
Cc1ccccc1NC(=O)c1ccc(F)c(S(=O)(=O)N2CCCCC2)c1	8	1	-2	-11	-5	-2.8	12	0	1
COc1ccc(-n2cc(CNC(C)c3ccncn3)c(-c3cccc(F)c3)n2)cc1 (stereo not drawn)	5	-9	1	-2	7	0.8	0	0	13
Cc1nc(NC(=O)c2ccco2)sc1-c1csc(Nc2ccc(Cl)cc2)n1	-6	12	7	-9	20	2.6	-8	1	-2
CC(=O)N1CCN(CC(O)Cn2c3ccccc3c3ccccc32)CC1 (stereo not drawn)	-8	7	-1	-3	12	-3.4	1	3	1
Cc1c(C#N)c2ncn(Cc3ccccc3)c(=O)c2n1-c1ccccc1	1	-5	5	-3	-1	0.5	7	0	9
O=C1c2ccccc2CN1CCNS(=O)(=O)c1ccc(Cl)cc1	9	-4	2	-1	14	1.1	6	16	.
Cc1cc(C)cc(NC(=O)Cn2nnc(C(=O)NCc3ccc(F)cc3)c2N)c1	9	2	0	14	1	1.1	1	0	-16
Cc1ccc(Cn2nnnc2CN2CCC(O)(c3ccc(F)cc3)CC2)cc1	4	-4	1	-1	4	4.5	5	0	2
Cc1[nH]n(C(N)=S)c(=O)c1N=Nc1cccc(C(F)(F)F)c1	3	2	5	2	1	7.9	-12	0	1
O=C(O)CNC(=O)c1ccccc1NC(=O)c1ccco1	1	-2	1	-4	3	-0.2	-1	4	.
CSCC(=O)N1CCCC(N2CCN(c3ccc(F)cc3)CC2)C1 (stereo not drawn)	8	-3	1	-1	11	0.1	-5	4	7
CCN1CCN(c2nc3ccccc3nc2NS(=O)(=O)c2ccc(NC(C)=O)cc2)CC1	-10	-8	2	-4	0	-2.4	7	2	?
COc1ccc2c(c1OC)C(=O)N1N=C(c3ccc(Br)cc3)CC21 (stereo not drawn)	2	2	-3	4	4	-0.2	0	0	-3
OC(CNC1Cc2ccccc2C1)COc1ccc(F)cc1 (stereo not drawn)	6	1	4	-5	0	1.7	-5	0	0
CCC1=NC(c2ccc(OC)cc2OC)N(O)C1(C)C (stereo not drawn)	0	-4	4	-4	0	-0.8	-1	0	1

Compound activity deposited in PubChem by several laboratories.
